NIH3T3 tox: Cytotoxic Profiling in NIH 3T3 Cell Line of Diverse Libraries Using Quantitative High-Throughput Screening | NIH 3T3 viability, CellTiter-Glo ATP luminescence, 48-72 h | Potency, µM (doses to about 96.7 µM), inactives show at the top dose activity change, negative = cytotoxicity, actives largely listed as inhibitors | 4.3% of 94,000 active | AID 1345082, 2018; note: potency is the fitted concentration of half-maximal effect; nearly all actives have a fitted effect of over 55% in size
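Cytotoxicity is measured as loss of cellular ATP: NIH 3T3 cells (400/well) are exposed to compound for 48 or 72 hr at 37 °C, then CellTiter-Glo luminescence is imaged after 10 min at room temperature.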
GPT2 inh: Primary qHTS assay for inhibitors of Glutamate pyruvate transaminase 2 (GPT2); Alanine aminotransferase 2 (Homo sapiens), Q8TD30; Recombinant GPT2, coupled pyruvate oxidase/HRP Amplex Red fluorescence; Potency, µM (titrated, usually from 57.7 µM), for the others: top-dose activity change, negative = inhibition, usual class: inhibitors; 0.25% of 100,000 active; note: potency is the fitted concentration of half-maximal effect; nearly all actives have a fitted effect of over 60% in size; many of its hits are not listed in these tables
Target sequence (Q8TD30 whole entry, looked up): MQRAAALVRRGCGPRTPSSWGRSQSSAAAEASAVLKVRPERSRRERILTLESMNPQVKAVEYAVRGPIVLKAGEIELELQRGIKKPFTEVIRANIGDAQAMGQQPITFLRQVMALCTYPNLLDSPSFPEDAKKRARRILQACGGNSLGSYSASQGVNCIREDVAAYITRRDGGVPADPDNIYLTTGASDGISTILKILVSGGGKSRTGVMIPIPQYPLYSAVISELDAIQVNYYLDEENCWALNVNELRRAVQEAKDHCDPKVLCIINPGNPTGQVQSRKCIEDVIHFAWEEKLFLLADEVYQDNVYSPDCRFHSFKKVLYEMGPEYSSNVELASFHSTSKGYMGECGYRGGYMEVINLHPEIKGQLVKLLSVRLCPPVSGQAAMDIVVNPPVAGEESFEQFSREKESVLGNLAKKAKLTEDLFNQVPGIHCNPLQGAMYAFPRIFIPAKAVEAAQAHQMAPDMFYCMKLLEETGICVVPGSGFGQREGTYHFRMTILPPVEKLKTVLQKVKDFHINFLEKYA
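Fluorescence read-out: pyruvate from GPT2 turnover coupled to pyruvate oxidase, HRP and Amplex Red (0.2mM ThPP, 0.2U/mL PO and HRP, 50uM Amplex final). Substrates 250uM a-KG, 2mM L-alanine; enzyme 10ng/uL; 30 min RT.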
IP6K1 inhibitor: Primary qHTS assay for small molecule inhibitors of Inositol hexaphosphate kinase 1 (IP6K1); activity change, % (series mostly up to about 58 µM); IP6K1 kinase, ADP-Glo luminescence, 2 h; hits give low values; AID 1645851, 2021; 0.81% of 140,000 active; in the data active = activity change below about -25%
Target sequence (Q92551 whole entry, looked up): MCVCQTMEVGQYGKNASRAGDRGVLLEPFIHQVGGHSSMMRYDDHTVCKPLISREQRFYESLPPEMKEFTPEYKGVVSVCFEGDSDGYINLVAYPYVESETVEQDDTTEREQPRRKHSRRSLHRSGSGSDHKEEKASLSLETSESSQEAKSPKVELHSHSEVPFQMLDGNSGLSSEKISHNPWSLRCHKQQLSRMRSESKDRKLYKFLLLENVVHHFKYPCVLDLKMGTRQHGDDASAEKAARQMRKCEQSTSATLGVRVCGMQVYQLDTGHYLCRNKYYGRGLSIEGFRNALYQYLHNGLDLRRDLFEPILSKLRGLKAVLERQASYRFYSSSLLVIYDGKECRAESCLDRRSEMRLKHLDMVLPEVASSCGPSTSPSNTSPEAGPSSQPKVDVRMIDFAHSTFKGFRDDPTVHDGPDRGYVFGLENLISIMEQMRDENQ
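ADP-Glo luminescence measures ADP made by human IP6K1 during a 2 h RT reaction with ATP/IP6 (mix at 1.3 mM/130 uM); top library doses 57.5 and 19.1 uM final.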
HEK293 tox: Cytotoxic Profiling in HEK 293 Cell Line of Diverse Libraries Using Quantitative High-Throughput Screening; 6.6% of 94,000 active; HEK 293 viability, ATP luminescence (CellTiter-Glo), 48-72 h; Potency, µM (doses to about 115 µM), for the others: at the highest dose activity change, negative = cytotoxicity, hits mostly inhibitors; note: potency is the fitted concentration of half-maximal effect; nearly all actives have a fitted effect of over 60% in size
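HEK 293 cells seeded at 250 cells/well were exposed to compound for 48 or 72 hr at 37 degree Celsius. Viability taken as ATP content by CellTiter-Glo luminescence.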
SNCA expr inhib: Primary qHTS assay for inhibitors of alpha-synuclein gene (SNCA) expression | 0.17% of 140,000 active | Potency, µM (highest dose often 57.2 µM), for inactives: at the highest dose activity change, negative = inhibition, actives largely listed as inhibitors | HEK-293 SNCA-luciferase knock-in, luminescence, 24 h;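 note: potency is the fitted concentration of half-maximal effect; plate controls were DMSO cells for no effect and cell-free wells for full effect; nearly all actives have a fitted effect of over 45% in size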
SNCA viab count: GF-AFC viability counterscreen for inhibitors of alpha-synuclein gene (SNCA) expression; HEK-293-SNCA-luc viability, GF-AFC fluorescence, 24 h; 0.12% of 150,000 active; AID 1671193, 2021; Potency, µM (top dose mostly 57.1 µM), for inactives: at the highest dose activity change, negative = cytotoxicity, hits mostly cytotoxic;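 note: potency is the fitted concentration of half-maximal effect; 0% = DMSO-treated cells and -100% = medium-only wells without cells; nearly all actives have a fitted effect of over 30% in size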
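Cytotoxicity counterscreen: after 24 h compound treatment of genome-edited SNCA-luciferase HEK-293 cells, live-cell protease substrate GF-AFC read by fluorescence after 30 min; activity scaled between DMSO (0%) and medium-only (-100%), curves Hill-fitted.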
Luciferase inh: Firefly luciferase inhibition profiling of diverse chemical library using quantitative high-throughput screening. Luciferin 4-monooxygenase (Photinus pyralis), P08659. purified P. pyralis luciferase, luminescence, biochemical. Potency, µM (series often up to 115 µM), for the others: at the highest dose activity change, negative = inhibition, usual class: inhibitors. 2.5% of 76,000 active. AID 1347043, 2019; note: potency is the fitted concentration of half-maximal effect; nearly all actives have a fitted effect of over 65% in size
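Luminescence read by CCD imager after adding enzyme (10nM final) to wells holding compound, titrated in qHTS. Substrates 10uM each D-luciferin and ATP; buffer 50mM Tris acetate pH 7.5, 10mM Mg acetate, Tween-20, BSA.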
Numbers without * were called inactive; i = inactive; u = inconclusive; x = no result given; [ ] = another dose, or the depositor's remark. Unless noted, calls come from the whole dose curve; as a rule, active = well fitted curve in the direction sought with a large enough effect; inconclusive = small, poorly fitted or top-dose-only effect, or another doubt; inactive = no such curve, though single readings can be large; an effect the other way counts as inactive or inconclusive. Unless noted, % is set by controls: 0 for no effect and ±100 for the full control effect.

The first three compounds, to show the layout:
SMILES | NIH3T3 tox | GPT2 inh | IP6K1 inhibitor | HEK293 tox | SNCA expr inhib | SNCA viab count | Luciferase inh
COc1ccc(-c2noc(C3CC(=O)N(c4ccccc4)C3)n2)c(OC)c1 (configuration not stated) | x | x | -10 | x | 70%[activator] | -6% | x
Cc1ccccc1C(=O)N1CCCC2(CN[S+](=O)([O-])c3cccnc3N2)C1 (configuration not stated) | -19% | x | 9 | u | x | x | x
COc1ccc(C(C)NC(=O)C2(c3ccc(NS(C)(=O)=O)cc3)CCCCC2)cc1 (configuration not stated) | -14% | u | 24 | -7% | u | -19% | -4%

The listing, repeating the preview:
SMILES | NIH3T3 tox | GPT2 inh | IP6K1 inhibitor | HEK293 tox | SNCA expr inhib | SNCA viab count | Luciferase inh
COc1ccc(-c2noc(C3CC(=O)N(c4ccccc4)C3)n2)c(OC)c1 (configuration not stated) | x | x | -10 | x | 70%[activator] | -6% | x
Cc1ccccc1C(=O)N1CCCC2(CN[S+](=O)([O-])c3cccnc3N2)C1 (configuration not stated) | -19% | x | 9 | u | x | x | x
COc1ccc(C(C)NC(=O)C2(c3ccc(NS(C)(=O)=O)cc3)CCCCC2)cc1 (configuration not stated) | -14% | u | 24 | -7% | u | -19% | -4%
Cn1nnnc1SCCNCc1ccc(F)cc1 | x | x | 2 | x | 11% | 6% | x
O=C(NCC1CC1)C1CCN(Cc2ccccc2-c2cccnc2)CC1 | -24% | i | 14 | -20% | -2% | 2%[12.5 µM] | x
Cn1nccc1CN1CCC2(CC1)Cc1ccccc1NC2=O | -12%[138 µM] | i | -13 | u | -25%[87.6 µM] | -5%[87.6 µM] | 9%[172 µM]
COC(=O)C1CCN(c2csc3ccc(C)cc3c2=O)CC1 | x | x | -14 | x | 107%[activator] | -8% | x
Cc1ncsc1CN1CCCN(S(=O)(=O)c2ccccc2)CCC(=O)NCC1 | -6% | i | -3 | -2% | u | 9% | -9%
COc1ccc(NC(=O)c2cnc(N3CCCC3)nc2)cc1OC | x | x | -6 | x | 15% | -6% | x
C=CCN(Cc1cccc(OCC(N)=O)c1)Cc1ccccc1C | u | -34% | 0 | u | u | -11% | 1%
CS(=O)(=O)N1CCCC(C(=O)NCCN2CCOCC2)CCNC(=O)CC1 (configuration not stated) | 0% | -8% | 3 | i | -11% | 6% | 6%
O=C1NCCOCCCN(C(=O)CC2CCCC2)[C@H]2CCC[C@@H]12 | 3% | 1% | 1 | i | -5% | 4% | 1%
COc1ccc(-c2onc(C)c2C)cc1S(=O)(=O)N1c2ccccc2CC1C (configuration not stated) | x | x | 29 | x | 22% | 2% | x
CC(C)C(=O)Nc1nnc(S(=O)(=O)N2CCCCCC2)s1 | x | x | 6 | x | -18% | 3% | x
O=C1CC2CCCC(C1)N2C(=O)c1cncc(Br)c1 | i | i | 3 | -5%[172 µM] | 2%[87.6 µM] | 5%[87.6 µM] | -4%[172 µM]
CC(C)(C)c1ccc(C(=O)Nc2ccc(OCc3cc(=O)n4ccsc4n3)cc2)cc1 | x | x | -7 | x | 3% | 4% | x
CCn1nc(C)c(CN2C[C@@H](CO)[C@H](c3nc(COC)no3)C2)c1C | -10% | -11% | 6 | 1% | 19% | 2% | -5%
O=C(NCCc1ccc(F)cc1)C1CCCN(c2nccc(Nc3ccccc3F)n2)C1 (configuration not stated) | 28µM* | i | 1 | u | -14% | 6%[12.5 µM] | x
COc1ccc(-c2noc([C@@H]3CCCN3C(=O)c3ccsc3)n2)cc1OC | -15% | 4% | -4 | -13% | 31%[activator] | -13% | -3%
COc1ccc(Nc2c3c(nc4ccccc24)CCC3)cc1Cl | x | x | 23 | x | -28% | u | x
CC1=NOC2(CCN(C(=O)c3ccc(Cl)cc3)CC2)C1 | i | 2%[88.5 µM] | -8 | i | 5%[87.6 µM] | -1%[87.6 µM] | x
Cc1noc(C)c1C(=O)NC1CCc2nnc(C)n2CC1 (configuration not stated) | 2% | -8% | -8 | -19% | -3% | -8% | -3%
COc1ccccc1NC(=O)C1=C(C)Nc2nc(SCc3ccccc3)nn2C1c1ccccn1 (configuration not stated) | x | x | 17 | x | 26% | -1% | x
CN(C)C(=O)c1noc2c1CN(C(=O)C1COc3ccccc3C1)CC2 (configuration not stated) | 0% | 4%[11.5 µM] | 3 | i | -3% | 2% | 9%
O=c1n(Cc2cccc(C(F)(F)F)c2)c2ccccc2c2nc(-c3ccccc3)nn12 | x | x | 21 | x | -2% | 10% | x
Continued.
SMILES | NIH3T3 tox | GPT2 inh | IP6K1 inhibitor | HEK293 tox | SNCA expr inhib | SNCA viab count | Luciferase inh
CCOC(=O)c1cc(OC(=O)c2ccccc2C)n(-c2ccccc2)n1 | x | x | 1 | x | 0% | 7% | x
CN(Cc1cccnc1)C(=O)c1ccc2c(c1)C(O)CCCCCN2C (configuration not stated) | u | 2% | 9 | u | -14% | -7% | -1%
CCOCC(=O)N1CCC2(CC1)CN(Cc1ccccc1)CC2CO (configuration not stated) | -8% | i | 10 | u | 11% | -21% | 1%
COc1ccc(C(=O)N2CC[C@@H](CC(=O)O)[C@@H](CCN3CCC(C(N)=O)CC3)C2)cc1 | -7%[174 µM] | 0%[88.5 µM] | 1 | -14%[172 µM] | -10%[87.6 µM] | 5%[87.6 µM] | -10%[172 µM]
COc1ccccc1C(=O)N1CCN(Cc2ccccc2-c2cccnc2)CC1 | u | i | 6 | u | -7% | -9%[12.5 µM] | x
CCOc1cc(=O)n2c(c1C(=O)Nc1ccc(Cl)c(F)c1)CCCC2 | u | -3% | -1 | u | 7% | 6% | -4%
Cc1noc(C)c1CC(=O)N1CCC(c2nc(C3CCOCC3)no2)CC1 | -5% | 3% | 0 | -7% | 13% | 2% | -8%
Cc1ccc(CNc2nc3ccc(Cl)cc3n3nnnc23)cc1 | x | x | 17 | x | 5% | -1% | x
CCOC(=O)c1cn(CC(=O)Nc2cccc(Cl)c2C)nn1 | x | x | 22 | x | 22% | 4% | x
Cc1ccc(F)cc1S(=O)(=O)NC1CCN(c2ccc(=O)n(CC3CC3)n2)CC1 | -18% | i | 0 | 2% | u | -12% | -5%
CN1CCC(N2CC[C@@H]3[C@H]2C(=O)NC[C@H](CCC(=O)NCc2ccco2)N3C)CC1 | -1%[174 µM] | i | 8 | i | -11%[87.6 µM] | -15%[87.6 µM] | 0%[172 µM]
CCN1C(=O)C2(c3ccccc31)c1c(oc3ccc(C)cc3c1=O)C(=O)N2CCCOC(C)C (configuration not stated) | x | x | -16 | x | -10% | 9% | x
O=C(N[C@H](c1ccccn1)C1CC(O)C1)c1ccc2c(c1)ncn2CCO (some centres not stated) | 4% | i | -8 | 4% | -13% | 9% | 2%
COc1ccc(CN2C[C@@H]3C[C@@H](C(N)=O)N(C(=O)C(C)C)c4cccc(c43)C2=O)cc1 | u | i | 29 | -6%[57.5 µM] | u | 2%[23.9 µM] | x
Cc1cnc(C(=O)NC2C[C@H]3CC[C@@H](C2)N3C(=O)Cc2cccc(F)c2)cn1 (some centres not stated) | 0% | -5% | 10 | -5% | 13% | -10% | 1%
CCOc1cc(C(=O)N2CCN(c3cc(-c4cccs4)[nH]n3)CC2)cc(OCC)c1OCC | u | i | 19 | -7% | -10% | 1% | 2%
CCCSc1ncc(Cl)c(C(=O)N2CCN(c3cccc(Cl)c3)CC2)n1 | x | x | 7 | x | 7% | 3% | x
CNC(=O)c1cnn2cc(C)ccc12 | -5%[174 µM] | -23%[88.5 µM] | -4 | 0%[230 µM] | 20%[87.6 µM] | 6%[87.6 µM] | -14%[230 µM]
COc1ccc(-c2noc(-c3ccc(NCc4ccc(C)cc4)c([N+](=O)[O-])c3)n2)cc1OC | x | x | 0 | x | -12% | 11% | x
O=C(Nc1nc2c(s1)CCC2)C1CC(=O)N(c2n[nH]c3cccc(F)c23)C1 (configuration not stated) | u | i | 2 | 45µM* | u | 1% | 8%
Cn1ccc2c(OCC(=O)Nc3ccc(OC(F)(F)F)cc3)cccc2c1=O | x | x | -8 | x | 9% | 6% | x
Cc1ccc(Nc2ccnc(N3CCCC3C(=O)N3CCCCC3)n2)cc1 (configuration not stated) | u | i | 7 | u | 0% | -8%[12.5 µM] | x
Cc1cc(C)cc(NC(=O)C2CCN(c3cc(C(F)(F)F)nc(C)n3)CC2)c1 | -30% | i | 5 | -26% | -15% | 1% | -2%
CCN(CC)Cc1nc(C2(O)CCN(C(C)=O)CC2)cs1 | 4%[174 µM] | 1%[88.5 µM] | 2 | 1%[172 µM] | 6%[87.6 µM] | 0%[87.6 µM] | 12%[172 µM]
CCCN1CCN(CCCNC(=O)c2ccc3c(c2)sc2nc(-c4ccc(OCC)cc4)cn23)CC1 | x | x | 15 | x | 21% | -5% | x
(list continues)
SMILES | NIH3T3 tox | GPT2 inh | IP6K1 inhibitor | HEK293 tox | SNCA expr inhib | SNCA viab count | Luciferase inh
Cn1ncc2c(C(=O)NCc3ccc4c(c3)OCO4)cc(-c3ccccc3C(F)(F)F)nc21 | u | x | 21 | 35µM* | x | x | x
Cc1cccc(C)c1Nc1c(-c2ccccc2F)nc2cccc(C)n12 | x | x | 5 | x | 4% | u | x
O=C(Nc1nnc(S(=O)(=O)N2CCOCC2)s1)c1ccccc1F | x | x | 16 | x | 23% | 17% | x
Nc1ncc(S(=O)(=O)Nc2ccc(F)cc2F)cn1 | x | x | -10 | x | 21% | -17% | x
CC1CCCN(C(=O)c2cc3ccc4cccnc4c3[nH]2)C1 (configuration not stated) | x | x | -5 | x | 2.2µM* | u | x
COc1cccc(C(=O)Nc2nnc(S(=O)(=O)N3CCCC3)s2)c1 | x | x | 7 | x | 11% | -1% | x
CNC(=O)c1cc(C2CC2)nc2c1c(C1CCCN1C(=O)C1CCCC1)nn2C (configuration not stated) | -5% | x | 1 | -8% | x | x | x
COCCn1c(=O)n([C@H]2CCCN(C(=O)c3ccccc3F)C2)c2ncccc21 | -6% | i | -14 | -5% | -28% | -5% | x

Reformatted: entries from further up.
The line under a structure holds: NIH3T3 tox, GPT2 inh, IP6K1 inhibitor, HEK293 tox, SNCA expr inhib, SNCA viab count, Luciferase inh
> COCCn1c(=O)n([C@H]2CCCN(C(=O)c3ccccc3F)C2)c2ncccc21
    -6%, i, -14, -5%, -28%, -5%, x
> Nc1ncc(S(=O)(=O)Nc2ccc(F)cc2F)cn1
    x, x, -10, x, 21%, -17%, x

Screening data: PubChem BioAssay, National Center for Advancing Translational Sciences (NCATS)
